Screening results from PubChem.
Lamin A splicing: qHTS Assay for Modulators of Lamin A Splicing. hit rate 0.01% among 200,000. Potency, µM (titrated, usually from 46.1 µM), inactives show at the highest dose ratio change, negative = inhibition, actives largely listed as inhibitors. HeLa LMNA splicing GFP/RFP minigene ratio, 48 h. AID 1487, 2009; active = well fitted inhibition curve with a large enough effect in the signal ratio, with a control signal flat, not every such curve was filed as active; inconclusive = small, poorly fitted or top-dose-only effect, or effect the other way, or a change in a side signal; the % refers to the signal ratio; note: potency is the fitted concentration of half-maximal effect; % is set by controls: 0 for no effect and ±100 for the full control effect
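S3 HeLa cells stably expressing lamin A-EGFP splicing minigene plus DsRed2, 600 cells/well, 48 h compound exposure at 37C. Laser-scanning cytometry; analysed as GFP (500-530 nm)/RFP (575-640 nm) total intensity ratio; 0.5% DMSO vehicle.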
KinaseGlo FLuc: Counterscreen for Luciferase (Kinase-Glo TM) Inhibition | AID 1379, 2008 | hit rate 0.28% among 200,000 | Luciferin 4-monooxygenase (Photuris pensylvanica), Q27757 | Kinase-Glo luciferase, ATP luminescence, 8 min | Potency, µM (top dose mostly 38.3 µM), without a hit: top-dose activity change, negative = inhibition, usual class: inhibitors; note: potency is the fitted concentration of half-maximal effect; % is set by controls: 0 for no effect and ±100 for the full control effect; nearly all actives have a fitted effect of over 60% in size
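Inhibition of Kinase-Glo luciferase light generation was assessed at 10 uM ATP in pH 7.2 imidazole buffer, with luminescence measured after eight minutes at ambient temperature.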
CBFb-RUNX1 inh: qHTS Assay for Compounds Blocking the Interaction Between CBF-beta and RUNX1 for the Treatment of Acute Myeloid Leukemia; 230,000 tested, under 10 active; AID 1477, 2009; AlphaScreen CBFb-His/RUNX1-biotin binding, biochemical; Potency, µM (titrated, usually from 59.8 µM), for inactives: top-dose activity, negative = inhibition, hits mostly inhibitors; note: % of control where 0% means no effect
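Interaction loss through any mechanism counts as activity. Pre-formed complex of His-CBF-beta and biotin-RUNX1 (30 nM apiece) is incubated with compound 15 min, then with 50 ng nickel and 50 ng streptavidin beads for 90 min before AlphaScreen detection.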
NPSR antag: qHTS Assay for Antagonists of the Neuropeptide S Receptor: cAMP Signal Transduction; Q6W5P4; CHO-NPSR cells, cAMP TR-FRET, antagonist mode; Potency, µM (series often up to 38.3 µM), without a hit: top-dose activity change, negative = inhibition, actives largely listed as inhibitors; hit rate 1% among 220,000; AID 1461, 2008; note: potency is the fitted concentration of half-maximal effect; % is set by controls: 0 for no effect and ±100 for the full control effect; nearly all actives have a fitted effect of over 50% in size; many of its hits are not listed in these tables
Target sequence (Q6W5P4 whole entry, looked up): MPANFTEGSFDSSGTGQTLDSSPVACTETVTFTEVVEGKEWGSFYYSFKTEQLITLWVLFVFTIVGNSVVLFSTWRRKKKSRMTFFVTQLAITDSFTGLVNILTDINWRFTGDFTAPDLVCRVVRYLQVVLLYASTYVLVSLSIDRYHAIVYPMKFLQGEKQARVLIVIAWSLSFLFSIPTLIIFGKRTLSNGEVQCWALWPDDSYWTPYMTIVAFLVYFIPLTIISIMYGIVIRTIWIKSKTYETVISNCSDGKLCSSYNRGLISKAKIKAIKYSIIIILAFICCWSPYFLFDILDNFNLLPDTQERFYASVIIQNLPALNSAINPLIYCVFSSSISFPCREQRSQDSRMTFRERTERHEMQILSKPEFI
IMPase Li inh: qHTS Assay for Identifying the Cell-Membrane Permeable IMPase Inhibitors: Potentiation with Lithium | Potency, µM (doses to about 59.4 µM), for the others: at the top dose activity, negative = IMPase inhibition, usual class: inhibitors | CHO-M1 cells, IP1 TR-FRET (IP-One), carbachol + lithium | hit rate 0.35% among 210,000;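 note: IP1 builds up when IMPase is blocked and the TR-FRET signal falls; potency is the fitted concentration of half-maximal effect; plate controls were basal vehicle for no effect and high inhibitor control for full effect; nearly all actives have a fitted effect of over 50% in size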
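IP1 accumulation measured by competitive TR-FRET in lysed CHO-M1 cells after 30 min compound exposure at 37C, with a small lithium addition to potentiate weak responses. Hill-equation AC50 from ratio and donor-channel data.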
aGal spleen mod: qHTS Assay for Inhibitors and Activators of Human alpha-Galactosidase From Spleen Homogenate; human spleen homogenate, 4MU-alpha-Gal fluorescence, 40 min; Potency, µM (highest dose often 80 µM), for the others: at the highest dose activity change, negative = inhibition, actives largely listed as inhibitors; AID 2107, 2009; hit rate 0.008% among 240,000;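 note: potency is the fitted concentration of half-maximal effect; 0% = enzyme with vehicle and -100% = no enzyme basal signal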
Target sequence (P06280 32-429 limits assumed): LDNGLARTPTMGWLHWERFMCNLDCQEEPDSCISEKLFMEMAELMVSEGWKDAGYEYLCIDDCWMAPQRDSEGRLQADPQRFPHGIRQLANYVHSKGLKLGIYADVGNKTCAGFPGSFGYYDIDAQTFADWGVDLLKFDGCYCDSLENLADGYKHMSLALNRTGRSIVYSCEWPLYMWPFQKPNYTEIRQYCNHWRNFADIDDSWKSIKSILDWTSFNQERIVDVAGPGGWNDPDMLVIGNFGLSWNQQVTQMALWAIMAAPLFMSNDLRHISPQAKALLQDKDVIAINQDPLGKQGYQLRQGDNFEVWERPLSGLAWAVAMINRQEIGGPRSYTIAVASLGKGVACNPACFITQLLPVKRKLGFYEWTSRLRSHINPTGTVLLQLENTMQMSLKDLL
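Fluorogenic readout (Ex 365/Em 440 nm) of 4-methylumbelliferone released from 1 mM 4-MU-alpha-galactoside by spleen homogenate, 40 min at 37C, pH 5.0. Data normalized to no-enzyme and enzyme controls; Hill-equation AC50 from compound titrations.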
Epigenetic reg: Quantitative High-Throughput Screen for Regulators of Epigenetic Control. murine LDR cells, GFP reporter derepression, 30 h. Potency, µM (highest dose often 53.9 µM), for inactives: top-dose GFP activation, usual class: activators. hit rate 0.2% among 280,000. AID 1865, 2009; note: potency is the fitted concentration of half-maximal effect; % of control where 0% means no effect; nearly all actives have a fitted effect of over 60% in size
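Reporter derepression read as number of fluorescent GFP-positive objects, 20-120 um in size, counted by laser-scanning cytometer. Mouse LDR line with an epigenetically silenced CMV-GFP locus; compound incubation 30 h, 37 C.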
Starred values were filed as active, the others as inactive; ? = inconclusive; nt = no result given; [ ] = dose if it differs, or a comment. Unless noted, calls come from the whole dose curve; as a rule, active = well fitted curve in the direction sought with a large enough effect; inconclusive = small, poorly fitted or top-dose-only effect, or another doubt; inactive = no such curve, though single readings can be large; an effect the other way counts as inactive or inconclusive.

Sample of the layout:
SMILES	Lamin A splicing	KinaseGlo FLuc	CBFb-RUNX1 inh	NPSR antag	IMPase Li inh	aGal spleen mod	Epigenetic reg
COc1ccc(-c2cc(C(=O)Nc3ccc(O)cc3)c3ccccc3n2)cc1OC	nt	nt	-6%	-20%	nt	1%	2.5%
CCOC(=O)C1C(c2cccs2)NC(=O)NC1(O)C(F)(F)F (configuration not stated)	2%	-3%	7%	-1%[46.1 µM]	-11%[38.3 µM]	-7%	-0.2%
CN1CCN(C2=C(Cl)C(=O)N(CCc3ccccc3)C2=O)CC1	-12%	4%	16%	-8%[46.1 µM]	12%	0%	-0.9%
CCCN1c2cccc3cccc(c23)S1(=O)=O	11%	0%	?	-8%[46.1 µM]	12%[38.3 µM]	4%	-0.8%

The listing (from the top)
SMILES	Lamin A splicing	KinaseGlo FLuc	CBFb-RUNX1 inh	NPSR antag	IMPase Li inh	aGal spleen mod	Epigenetic reg
COc1ccc(-c2cc(C(=O)Nc3ccc(O)cc3)c3ccccc3n2)cc1OC	nt	nt	-6%	-20%	nt	1%	2.5%
CCOC(=O)C1C(c2cccs2)NC(=O)NC1(O)C(F)(F)F (configuration not stated)	2%	-3%	7%	-1%[46.1 µM]	-11%[38.3 µM]	-7%	-0.2%
CN1CCN(C2=C(Cl)C(=O)N(CCc3ccccc3)C2=O)CC1	-12%	4%	16%	-8%[46.1 µM]	12%	0%	-0.9%
CCCN1c2cccc3cccc(c23)S1(=O)=O	11%	0%	?	-8%[46.1 µM]	12%[38.3 µM]	4%	-0.8%
COC(=O)c1ccc(-n2nnnc2SCc2ccccc2OC)cc1	?	2%	26%	?	21%[38.3 µM]	-3%	-1.0%
Cc1ccc(NC(=S)N(CCN2CCCCC2)Cc2ccco2)cc1	-2%	0%	-4%	11%	12%	-5%	-1.8%
COc1cc(NC(=O)C/C(C)=N/NC(=O)Cc2ccccc2)c(OC)cc1Cl	-6%	-1%	5%	6%	-1%	6%	0.0%
CCOc1ccc(C(=O)NCCn2cc(SCC(=O)Nc3cc(C)on3)c3ccccc32)cc1	?	-3%	-2%	-7%[46.1 µM]	16%[38.3 µM]	0%	-1.0%
COc1cc(/C=C2/C(=N)N3C(c4ccccc4)=CSC3=NC2=O)ccc1OCC(=O)O	nt	nt	-1%	10%	nt	3%	4.3%
Cc1cc(-c2ccccc2)n[nH]1	-3%[46 µM]	-5%	-2%	13%	?	5%	2.6%
Nc1cc(Cl)nc(N/N=C/c2ccccc2[N+](=O)[O-])n1	2%	-12%	0%	-3%[46.1 µM]	2%[38.3 µM]	3%	-2.1%
Cc1ccc(S(=O)(=O)NCC2CCC(C(=O)NCc3ccco3)CC2)cc1 (configuration not stated)	15%	0%	4%	15%[46.1 µM]	11%[38.3 µM]	-1%	-0.8%
O=C(Nc1ccccc1C(F)(F)F)c1cc(-c2ccc(O)cc2)on1	17%	-1%	-4%	?	4%[38.3 µM]	-1%	-1.9%
COC(=O)C1NN=C(C(=O)c2ccccc2)C1c1ccccc1 (configuration not stated)	19%	1%	8%	0%	-1%	-1%	0.0%
COCC(C)n1c(C)cc(C(=O)Cn2c(=O)oc3ccccc32)c1C (configuration not stated)	3%	2%	-2%	-6%[46.1 µM]	3%[38.3 µM]	14%	0.0%
CCOC(=O)/C(=C\Nc1ccc(OC(F)(F)F)cc1)Sc1ncc(C(F)(F)F)cc1Cl	-3%	-2%	7%	-10%[46.1 µM]	29%[38.3 µM]	10%	9.0%
CS(=O)(=O)N1CCC(C(=O)c2cccc(Cl)c2)CC1	-3%	-4%	5%	?	-8%[38.3 µM]	4%	0.8%
NS(=O)(=O)c1cccnc1Nc1ccc(Cl)c(Cl)c1	-6%	-3%	0%	?	21%[38.3 µM]	2%	-1.0%
CCCCN(C(=O)CNC(=O)c1cccs1)C(C(=O)NC1CCCC1)c1ccncc1 (configuration not stated)	?	-5%	?	20%	11%	-4%	-1.1%
C=CCNC(=S)Nc1ccc(N(C)C)cc1	nt	nt	2%	-3%	nt	-2%	-1.6%

An excerpt from above in order of their number in IMPase Li inh, highest first:
Compound	IMPase Li inh
Cc1ccc(NC(=S)N(CCN2CCCCC2)Cc2ccco2)cc1	12%
CCCCN(C(=O)CNC(=O)c1cccs1)C(C(=O)NC1CCCC1)c1ccncc1 (configuration not stated)	11%
COC(=O)C1NN=C(C(=O)c2ccccc2)C1c1ccccc1 (configuration not stated)	-1%

Continuation.
SMILES	Lamin A splicing	KinaseGlo FLuc	CBFb-RUNX1 inh	NPSR antag	IMPase Li inh	aGal spleen mod	Epigenetic reg
NC(=O)C1(N2CCCCC2)CCN(C2CC(=O)NC2=O)CC1 (configuration not stated)	-7%	-1%	-2%	7%[46.1 µM]	-1%	-6%	-2.3%
FC(F)(F)c1cnc(NNC(=S)Nc2cccnc2)c(Cl)c1	?	-1%	-3%	9%	-4%	1%	2.9%
CCCCC(C(=O)N/N=C/c1ccccn1)C(=O)N/N=C/c1ccccn1	nt	nt	-3%	4%	nt	-11%	3.0%
CN(C(=O)CSc1nnc(-c2ccncc2)n1-c1ccccc1)C1CCS(=O)(=O)C1 (configuration not stated)	nt	nt	12%	13%	nt	1%	-1.0%
COc1ccc(/C=C/C(=O)NCCN2CCOCC2)cc1OC	0%[46 µM]	4%	13%	20%	0%	-9%	-3.9%
Cc1ccc(-c2nnc(-c3ccccc3)c(N3CCOCC3)n2)cc1	?	-1%	-5%	-30%[46.1 µM]	4%[38.3 µM]	4%	5.0%
CCOC(=O)C(Nc1ccc2ccccc2c1)C(=O)OCC	-12%	-7%	-15%	9%	50%[activator]	5%	0.1%
O=C(NCC1CCCO1)c1cccc(NC(=O)c2cccs2)c1 (configuration not stated)	7%[46 µM]	1%	2%	5%	0%	-14%	6.7%
Cc1nn(C)cc1/C=N\NC(=O)Cc1ccc([N+](=O)[O-])cc1	7%	3%	2%	18%	4%	6%	-1.8%
O=C1CCCC(O)=C1N=Nc1ccc(S(=O)(=O)N2CCOCC2)cc1	nt	nt	-2%	15%	nt	4%	0.1%
COc1ccc(Cc2cc(-c3ccc(F)cc3)n[nH]c2=O)cc1	nt	nt	3%	-7%	nt	-4%	-2.6%
C=CCN1C(=O)/C(=C\c2ccco2)C(C(=O)OC)=C1C	-9%	-3%	-7%	-7%	2%	2%	0.0%
Cn1c(CN2CCCCC2)nc2cc(NC(=O)c3ccc(F)cc3)ccc21	?	-3%	1%	-24%[46.1 µM]	11%[38.3 µM]	3%	-1.2%
Cn1c(SCCOc2ccccc2F)nc2ccccc2c1=O	13%[46 µM]	-3%	8%	-33%	25%	2%	-0.5%
COc1ccc(-n2c(=O)c3c4c(sc3n3c(=S)[nH]nc23)CCC4)cc1	nt	nt	2%	46%	nt	-26%	1.2%
COc1ccc(S(=O)(=O)Nc2nc(C(F)(F)F)cs2)cc1	-7%	-5%	0%	-9%[7.67 µM]	-17%[38.3 µM]	-2%	0.6%
CC(C)(C)c1ccc(O)c(N)c1	2%	-2%	-4%	1%[46.1 µM]	5%[38.3 µM]	-3%	3.0%
CN1CCN(C(=O)N2CCNC2=O)CC1	-5%	3%	6%	?	3%[38.3 µM]	2%	-1.0%
COC(=O)C1=CN(Cc2ccc(OC)cc2)C=C(C(=O)OC)C1c1cccs1	-13%[46 µM]	4%	?	?	16%	?	0.2%
COc1ccccc1NC(=O)CC1Nc2ccccc2NC1=O (configuration not stated)	?	3%	?	-15%[46.1 µM]	19%[38.3 µM]	?	1.6%
O=C(CN1CCOCC1)NNc1nc(-c2ccccc2)c2cc(Br)ccc2n1	-9%[46 µM]	-2%	2%	-20%	20%	-4%	0.0%
N#C/C(=C/c1ccc(-c2ccc(S(N)(=O)=O)cc2)o1)c1nc2ccccc2s1	?	1%	-10%	-30%	7%	-10%	?
CC1CC(OC(=O)CN2CCCCC2)CC(C)(C)C1 (configuration not stated)	nt	nt	3%	-19%	nt	7%	0.1%
COc1nc(N(CC(N)=O)S(=O)(=O)c2ccccc2)nc(C)c1Cl	6%	0%	-4%	3%	6%	8%	-1.0%
Cc1cc(S(=O)(=O)N(Cc2cccs2)Cc2ccccc2F)ccc1-n1cnnn1	?	0%	8%	-39%	16%	-9%	-3.0%
COC(=O)c1sccc1NC(=O)CSc1ccccc1N	?	1%	4%	1%	7%	4%	-1.2%
Cc1ccc(OCCCCN2CCCC(C)C2)c([N+](=O)[O-])c1 (configuration not stated)	4%[46 µM]	3%	-13%	4%	10%	-5%	-0.3%
O=C(Cn1nc2n(c1=O)-c1ccccc1SC2)N/N=C/c1cccs1	nt	nt	4%	13%	nt	7%	0.0%
CCN(CC)S(=O)(=O)c1ccc(OC)c(NC(=O)c2cc([N+](=O)[O-])ccc2Cl)c1	7%	1%	1%	?	9%[38.3 µM]	4%	0.3%
Cc1ccc(NC(=O)c2ccc(-n3cncn3)c([N+](=O)[O-])c2)cc1	-10%	2%	5%	-6%[46.1 µM]	0%	-8%	-1.8%
CCOc1cc2[nH]c(=S)n(Cc3ccc(C)o3)c(=O)c2cc1OCC	16%	1%	6%	20%[46.1 µM]	19%[38.3 µM]	-4%	1.8%
CCc1ccc(OCC(=O)NC(=S)Nc2ccc(C)cc2C)c(Br)c1	-4%	-3%	0%	-10%[46.1 µM]	-24%[38.3 µM]	-12%	-1.4%

Reprinted at random: three records from the list, in no set order.
SMILES	Lamin A splicing	KinaseGlo FLuc	CBFb-RUNX1 inh	NPSR antag	IMPase Li inh	aGal spleen mod	Epigenetic reg
Cc1ccc(OCCCCN2CCCC(C)C2)c([N+](=O)[O-])c1 (configuration not stated)	4%[46 µM]	3%	-13%	4%	10%	-5%	-0.3%
CCN(CC)S(=O)(=O)c1ccc(OC)c(NC(=O)c2cc([N+](=O)[O-])ccc2Cl)c1	7%	1%	1%	?	9%[38.3 µM]	4%	0.3%
N#C/C(=C/c1ccc(-c2ccc(S(N)(=O)=O)cc2)o1)c1nc2ccccc2s1	?	1%	-10%	-30%	7%	-10%	?

These rows are one share of the data; the hit share may differ from the screen's.
